Screening data (PubChem)
Shiga toxin inh: blocks Shiga toxin action in Vero cells | actives 9.2% (n = 290,000) | AID 2315 | inhibition, % at 38.7 µM | Vero cells, Shiga toxin protein synthesis inhibition reporter; in the data active = inhibition mostly above about 28%, no sharp cut-off; inactive = mostly below about 43%; also: 0% is about no effect
Tb PYK inh: T. brucei pyruvate kinase inhibition | Q57TT1 | TbPYK enzyme, Kinase-Glo Plus ATP luminescence, 45 min | Potency, µM (series often up to 76.8 µM), inactives show at the top dose activity, negative = inhibition, most hits filed as inhibitors | actives 0.12% (n = 410,000) | AID 624173; also: potency is read from the fitted curve at half-maximal effect; % is scaled to controls: 0 for no effect and ±100 for the full control effect; nearly all actives have a fitted effect of over 50% in size
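Luminescent Kinase-Glo Plus end-point after 45 min room-temperature reaction of T. brucei pyruvate kinase started with 130 uM ADP (final). Buffer TEA 50 mM pH 7.2 with KCl, MgCl2, BSA, Tween-20; titration-based qHTS with fitted concentration-effect curves.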
LmPK inhibitor: LmPK (Leishmania mexicana) enzyme inhibition. Q27686. AID 1721. purified LmPK, Kinase-Glo ATP luminescence, 1 h. actives 0.37% (n = 290,000). Potency, µM (top dose mostly 57.5 µM), without a hit: at the highest dose activity change, negative = inhibition, hits mostly inhibitors; also: potency is read from the fitted curve at half-maximal effect; % is scaled to controls: 0 for no effect and ±100 for the full control effect
Target sequence (Q27686 whole entry, looked up): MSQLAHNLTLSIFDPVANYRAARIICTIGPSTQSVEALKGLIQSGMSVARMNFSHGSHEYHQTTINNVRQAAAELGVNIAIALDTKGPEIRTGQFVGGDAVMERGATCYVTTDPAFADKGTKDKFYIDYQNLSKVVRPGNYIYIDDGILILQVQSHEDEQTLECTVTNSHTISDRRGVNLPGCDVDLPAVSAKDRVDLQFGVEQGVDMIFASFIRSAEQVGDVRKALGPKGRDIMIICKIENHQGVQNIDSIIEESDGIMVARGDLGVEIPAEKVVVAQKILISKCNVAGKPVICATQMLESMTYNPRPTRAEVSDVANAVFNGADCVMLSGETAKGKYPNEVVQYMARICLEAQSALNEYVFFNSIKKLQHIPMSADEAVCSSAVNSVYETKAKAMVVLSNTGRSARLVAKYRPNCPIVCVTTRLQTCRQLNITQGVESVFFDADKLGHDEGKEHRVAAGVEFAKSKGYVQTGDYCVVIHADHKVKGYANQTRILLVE
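In 50 mM imidazole pH 7.2 with 7 mM MgCl2, LmPK (0.1 nM) turned over PEP (0.5 mM) and ADP (0.1 mM) for 1 h at room temperature. Luciferase read-out of ATP.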
Pf growth 96h: P. falciparum growth inhibition at 96 hours; P. falciparum luciferase reporter growth, 96 h; Potency, µM (top dose mostly 28.7 µM), for inactives: at the top dose activity change, negative = inhibition, most hits filed as inhibitors; AID 504834; actives 6.9% (n = 320,000); also: potency is read from the fitted curve at half-maximal effect; % is scaled to controls: 0 for no effect and ±100 for the full control effect
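Erythrocytes infected with luciferase-expressing P. falciparum were dispensed at 2% hematocrit and 0.05% parasitemia (final), then incubated with compounds 96 hours at 37 C in 5% CO2. Luminescence after detection reagent addition reported growth.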
AmpC no deterg: inhibitors of E. coli AmpC beta-lactamase without detergent. AID 485341. AmpC nitrocefin hydrolysis, absorbance 480 nm, 0.0001% Triton. actives 0.52% (n = 330,000). Potency, µM (doses to about 57.1 µM), without a hit: top-dose activity change, negative = inhibition, actives largely listed as inhibitors;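 also: potency is read from the fitted curve at half-maximal effect; plate controls were no compound for no effect and no enzyme for full effect; nearly all actives have a fitted effect of over 20% in size; some results filed as inactive show a strong effect at the top dose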
Target sequence (P00811 whole entry, looked up): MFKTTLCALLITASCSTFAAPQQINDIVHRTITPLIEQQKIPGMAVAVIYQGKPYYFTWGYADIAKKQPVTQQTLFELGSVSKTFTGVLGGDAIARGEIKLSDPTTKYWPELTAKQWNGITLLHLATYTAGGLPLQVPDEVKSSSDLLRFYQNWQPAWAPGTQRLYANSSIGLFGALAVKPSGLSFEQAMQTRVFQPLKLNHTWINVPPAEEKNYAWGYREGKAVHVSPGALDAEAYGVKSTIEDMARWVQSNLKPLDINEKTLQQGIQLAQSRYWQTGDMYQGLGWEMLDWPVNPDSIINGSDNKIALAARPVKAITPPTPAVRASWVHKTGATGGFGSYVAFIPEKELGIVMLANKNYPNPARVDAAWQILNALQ
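20 mM phosphate pH 7.0 + 0.01% (detergent screen) or 0.0001% Triton X-100; 5.3 nM AmpC reagent; cpd preinc 15 min RT; nitrocefin (800 uM stock) to start; A480 q20 s × 4 min; Activity was normalised to no-enzyme and no-compound control wells.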
Pf growth 48h: P. falciparum growth inhibition at 48 hours (one generation); AID 504832; actives 5.9% (n = 310,000); Potency, µM (titrated, usually from 28.7 µM), for the others: at the top dose activity change, negative = inhibition, usual class: inhibitors; P. falciparum luciferase growth in erythrocytes, 48 h; also: potency is read from the fitted curve at half-maximal effect; % is scaled to controls: 0 for no effect and ±100 for the full control effect
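Read-out is firefly luciferase luminescence from an integrated reporter in P. falciparum, so falling signal marks reduced parasite growth. Infected erythrocytes were at 2% hematocrit and 0.1% parasitemia (final) in Albumax-supplemented RPMI 1640.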
CHX counter: counter-screen for Shiga toxin inhibitors: cycloheximide protein synthesis inhibition; cell reporter, cycloheximide protein synthesis inhibition counterscreen; max response, %; actives 12% (n = 300,000); AID 2314; in the data active = max response mostly above about 13%, no sharp cut-off; inactive = mostly below about 14%; also: read at 38.3 µM for the half of the compounds with a filed dose; 0% is about no effect
* = called active by the depositor; ? = inconclusive; . = no result given; [ ] = another dose, or the depositor's remark. Unless noted, calls follow the shape of the dose curve; as a rule, active = well fitted curve in the direction sought with a large enough effect; inconclusive = small, poorly fitted or top-dose-only effect, or another doubt; inactive = no such curve, though single readings can be large; an effect the other way counts as inactive or inconclusive.

SMILES	Shiga toxin inh	Tb PYK inh	LmPK inhibitor	Pf growth 96h	AmpC no deterg	Pf growth 48h	CHX counter
C=CCC1NCCc2c(Br)cccc21 (stereo not drawn)	-13	1%	1%	?	-28%	-17%	13
COc1ccc(NC(=O)CSc2nnc(-c3ccccc3)n2Cc2ccco2)c(OC)c1	6	-2%	5%	?	15%	.	-3
Cc1cc(C)c(C#N)c(SCC(=O)c2cc(C)n(CCc3ccccc3)c2C)n1	2	-2%	-1%	?	-24%	?	-1
Cc1nnc(NC(=O)CSc2nnc(CNC(=O)c3ccc(S(=O)(=O)N(C)C)cc3)o2)s1	-4	-15%	5%	8%	-15%	-3%	-3
O=C(C1CCCCC1)N1CCN(S(=O)(=O)c2cccc([N+](=O)[O-])c2)CC1	-10	-6%	-8%	11%	31%	17%	-9
O=C(NCc1ccco1)C1CCN(C(=O)c2cc3sccc3n2Cc2ccc(Cl)cc2)CC1	-2	-1%	3%	?	75%[activator]	.	-1
COc1ccc(OC)c(N(CC(=O)NN=C2CCN(C)CC2)S(=O)(=O)c2ccccc2)c1	-7	6%	1%	51%[activator]	-37%	-7%	-5
CCOC(=O)Cc1nnc(NC(=O)c2cccc(OCC)c2)s1	49	7%	1%	?	-21%	16%	8
CCCCOC(=O)Nc1nnc(CCc2ccccc2)s1	-5	3%	0%	-9%	-21%	.	-2
CC(=O)N1CCN(C(C)=O)C1c1ccccc1	2	-10%	-9%	?	-13%	10%	-4
O=C(NCC1CCCO1)C1CCCN(Cc2cnn(-c3ccccc3)c2-n2cccc2)C1 (stereo not drawn)	-10	-5%	0%	.	81%[activator]	?	-3
CNC(=O)CSc1nc2c(c(=O)n(C)c(=O)n2C)n1Cc1ccc(C)cc1	-9	0%	-3%	19%	-11%	-4%	-1
COc1cc([N+](=O)[O-])cc2cc(C(=O)NC(C)(C)C)c(=O)oc12	-2	2%	-2%	-1%	1%	19%	-1
Cc1cccc(C)c1-n1c(SCC(=O)Nc2ccc(C(=O)O)cc2)nnc1-c1cccc(S(=O)(=O)N(C)C)c1	6	0%	2%	-27%	-30%	?	-4
Cc1cccc(C)c1OCc1nnc(SCC(=O)Nc2nccs2)n1-c1ccccc1	-13	-8%	5%	7%[5.75 µM]	.	-6%	-1
COc1ccc(-c2nn(-c3ccccc3)cc2/C=N/NS(=O)(=O)c2ccccc2)cc1	21	5%	-4%	12µM*	-33%	?	17
O=C(NC(=S)Nc1ccc(S(=O)(=O)N2CCCCCC2)cc1)c1cccs1	-8	0%	-1%	27%	-41%	0%	17
CC(NC(=O)Cn1c(NCCO)nc2ccccc21)c1ccccc1 (stereo not drawn)	-12	-7%	-11%	-22%	-13%	.	-2
Cc1nc(C(=O)N2CCCC(N3CCN(c4ccccc4C)CC3)C2)cs1 (stereo not drawn)	-37	-6%	-8%	?	34%	3%	-3
COc1ccc(-n2c(CN3CCN(c4ccccc4OC)CC3)nc3ccc([N+](=O)[O-])cc3c2=O)c(OC)c1	3	5%	-3%	-18%	2%	13µM*	-3
CN(C)c1cc[n+](CC(=O)c2ccc(OC(F)F)cc2)cc1	2	-3%	3%	0.74µM*	0%	0.74µM*	2
CC(C)(CNC(=O)c1ccc(NS(=O)(=O)c2ccc(F)cc2)cc1)N1CCOCC1	23	-1%	-7%	?	-12%	3%	-2
COc1ccnc(N=CNOCc2cccc(Cl)c2Cl)c1C#N	33	-1%	4%	49%[activator]	-39%	.	-3
COc1ccc(N(CC(=O)N2CCC(C)CC2)S(=O)(=O)c2c(C)nn(C)c2C)cc1	8	5%	-2%	0%	98%[activator]	.	-4
O=C(Nc1ccc(S(=O)(=O)N2CCCC2)cc1Cl)C1=COCCO1	-24	-2%	2%	21%	-10%	-20%	-2

Nothing new here: entries from further up.
SMILES	Shiga toxin inh	Tb PYK inh	LmPK inhibitor	Pf growth 96h	AmpC no deterg	Pf growth 48h	CHX counter
COc1ccc(N(CC(=O)N2CCC(C)CC2)S(=O)(=O)c2c(C)nn(C)c2C)cc1	8	5%	-2%	0%	98%[activator]	.	-4
O=C(Nc1ccc(S(=O)(=O)N2CCCC2)cc1Cl)C1=COCCO1	-24	-2%	2%	21%	-10%	-20%	-2

Further entries
SMILES	Shiga toxin inh	Tb PYK inh	LmPK inhibitor	Pf growth 96h	AmpC no deterg	Pf growth 48h	CHX counter
Cc1ccc(-c2cc(C(=O)N/N=C/c3c[nH]c4ccccc34)[nH]n2)cc1	51*	3%	4%	-12%	-30%	-3%	47*
CC(=O)CCC(C)=O	.	5%	.	58%[activator]	3%	35%[activator]	.
CC(Sc1nnnn1-c1ccccc1)C(=O)Nc1ccc(Cl)cn1 (stereo not drawn)	0	-5%	5%	-23%	-2%	?	-2
N=C(c1ccc([N+](=O)[O-])cc1)N1CCCCC1	-13	9%	0%	-10%	-23%	0%	5
CC(C(=O)NC1CCCCC1)N1C(=O)C2C3C=CC(C3)C2C1=O (stereo not drawn)	-40	1%	-5%	49%[activator]	-11%	16%	1
COc1ccc(C(C)=O)cc1COC(=O)c1cc(C)nc2ccccc12	-4	-14%	7%	23%	12%	10%	15
O=C(COc1ccccc1Cl)Nc1ccc(-c2nc3ccccc3s2)cc1	31	-4%	.	.	.	.	38*
Cc1cccc(N2CCN(C(=O)CCCOc3ccccc3)CC2)c1C	134*	-6%	-8%	8%	58%	129%[activator]	64*
CC(=O)c1cc(C)ccc1OC(=O)c1ccco1	10	-5%	2%	-4%	?	3%	-4
Cc1onc(-c2ccccc2)c1C(=O)N/N=C/c1c(F)cccc1Cl	-9	3%	-8%	-2%	-37%	6%	-2
Fc1ccccc1Cn1cc(C(=S)N2CCOCC2)c2ccccc21	2	-6%	7%	-18%	1%	-23%	-1
CC(C)C(=O)N1CCC2(CC1)Oc1ccc(Cl)cc1C(=O)C21CC(c2ccccc2)=NO1 (stereo not drawn)	4	4%	5%	?	143%[activator]	?	-4
Cc1ccc(C)c(Cn2nnc3c(=O)[nH]c(C(=O)Nc4ccc(F)cc4)nc32)c1	-23	0%	-3%	?	-33%	?	3
O=C(Cn1ccc2ccccc2c1=O)NCCC(=O)Nc1cccc(Cl)c1	21	-2%	-5%	-26%	-4%	18%	-6
CN(C)/C=N/C1=C(C#N)C(c2cccs2)c2ccc3ccccc3c2O1 (stereo not drawn)	66*	2%	2%	-108%	-54%	-1%	47*
COC(=O)c1cccc(Nc2ccc([N+](=O)[O-])cn2)c1	23	0%	13%	?	-9%	75%[activator]	2
O=S(=O)(c1ccc(Br)s1)N1CCN(c2ccc(F)cc2)CC1	-4	-5%	1%	-3%	-38%	?	11
O=C(NC(=S)N1CCc2ccccc21)c1ccc(Br)o1	24	-6%	1%	?	-23%	?	14
CCCc1nnc(SCC(=O)N(CC)CC)n1CC1CCCO1 (stereo not drawn)	-11	-4%	-5%	?	-5%	9%	8
CCOc1ccc(S(=O)(=O)NCCC(=O)N2CCN(c3ncccn3)CC2)cc1	.	5%	.	?	-2%	?	.
O=[N+]([O-])c1ccc(N2CCCCC2)cc1N1CCOCC1	-13	-4%	1%	?	67%[activator]	-1%	-1
CN(c1ccc(OCC(=O)OCC(=O)c2c(N)n(C)c(=O)n(C)c2=O)cc1)S(=O)(=O)c1ccc2ccccc2c1	-5	-3%	0%	35%[activator]	32%	-9%	2
O=C(CNC(=O)c1ccco1)OCC(=O)c1ccc(Cl)cc1Cl	12	-4%	-12%	-3%	-14%	23%	-3
CC(Oc1cc2oc(=O)c3c(c2cc1Cl)CCC3)C(=O)NC1CC(C)(C)NC(C)(C)C1 (stereo not drawn)	-10	1%	2%	?	1%	13µM*	-3
COc1ccc(NC(=O)N/C=C/c2ccc(Cl)cc2)cc1	17	-3%	0%	8%	-21%	-25%	5
Continuation.
SMILES	Shiga toxin inh	Tb PYK inh	LmPK inhibitor	Pf growth 96h	AmpC no deterg	Pf growth 48h	CHX counter
CC1(NC(=S)NCCO)CCS(=O)(=O)C1 (stereo not drawn)	-12	-6%	-3%	66%[activator]	-9%	12%	-3
COc1cc(/C=N\Nc2cc(=O)n(C)c(=O)n2C)ccc1O	4	4%	2%	14%	-20%	17%	7
Cc1ccc(NC(=O)CCS(=O)(=O)c2cccc3nonc23)c(Cl)c1	-14	2%	-5%	?	-19%	15%	-1
COc1ccc(C)cc1-n1nnnc1SC/C(O)=C(\C#N)c1nc2ccccc2[nH]1	2	0%	2%	?	-28%	-14%	0
Cc1cc2c(=O)n(C)c(SCC(=O)Nc3ccccc3C)nc2s1	.	-6%	.	9.3µM*	-12%	?	.
CCOc1ccccc1-n1nnnc1SCC(=O)NC(=O)Nc1ccc2c(c1)OCCO2	20	3%	0%	.	-19%	8%	13*
CCN(CC(=O)NCc1cccs1)C(=O)c1cccc(S(=O)(=O)NCc2ccccc2)c1	.	3%	.	4%	-13%	?	.
COc1ccc(/C=C2\SC(=O)N(CCNC(=O)CCS(=O)(=O)c3ccc(C)cc3)C2=O)cc1	110*	-19%	-4%	16%	23%	156%[activator]	70*
Fc1ccccc1CSc1nc2ncccc2[nH]1	63*	-12%	-19%	-22%	-38%	8%	45*
CCOc1ncccc1C(=O)OCC(=O)NCCc1ccc(S(N)(=O)=O)cc1	.	-1%	.	21%	-17%	-4%	.
Cc1cc(C)cc(N(C(C)C(=O)NCCC2=CCCCC2)S(C)(=O)=O)c1 (stereo not drawn)	4	5%	0%	?	72%[activator]	.	6
Cc1ccc(CCN2CC(C(=O)O)CC2=O)cc1 (stereo not drawn)	-7	-1%	4%	.	-17%	7%	-2
Clc1ccc(Cn2ncc3c(N4CCOCC4)ncnc32)cc1	-4	-2%	-1%	.	43%	?	-2
CCN(CC)S(=O)(=O)c1ccc(C(=O)NCc2n[nH]c(=S)n2-c2ccccc2OC)cc1	-5	-19%	-19%	27%	-14%	3%	-4
COc1cc(C(=O)N2CCC(NC(=O)C(Cc3ccccc3C)NC(C)=O)CC2)cc(OC)c1OC (stereo not drawn)	-11	-11%	3%	1%	47%	?	-2
CCC1CCCCN1CCCNC(=O)c1ccc(N2CCOCC2)c(NS(=O)(=O)c2ccc(OC)cc2)c1 (stereo not drawn)	7	3%	0%	?	1%	-25%	-5
O=C(CCNc1cccc(F)c1)c1cccc([N+](=O)[O-])c1	-5	-5%	1%	-14%	-24%	9%	6

Compound profiles, as listed above. Order of screens: Shiga toxin inh, Tb PYK inh, LmPK inhibitor, Pf growth 96h, AmpC no deterg, Pf growth 48h, CHX counter
O=C(Cn1ccc2ccccc2c1=O)NCCC(=O)Nc1cccc(Cl)c1 is listed with 21, -2%, -5%, -26%, -4%, 18%, -6
Cc1ccc(NC(=O)CCS(=O)(=O)c2cccc3nonc23)c(Cl)c1 is listed with -14, 2%, -5%, ?, -19%, 15%, -1
CC1(NC(=S)NCCO)CCS(=O)(=O)C1 (stereo not drawn) is listed with -12, -6%, -3%, 66%[activator], -9%, 12%, -3
O=C(NC(=S)Nc1ccc(S(=O)(=O)N2CCCCCC2)cc1)c1cccs1 is listed with -8, 0%, -1%, 27%, -41%, 0%, 17
CC(C(=O)NC1CCCCC1)N1C(=O)C2C3C=CC(C3)C2C1=O (stereo not drawn) is listed with -40, 1%, -5%, 49%[activator], -11%, 16%, 1
